NPC1 prom act: activators of NPC1 promoter; Huh7 NPC1 promoter luciferase reporter, 24 h; Potency, µM (titrated, usually from 9.22 µM), without a hit: at the highest dose activation, most hits filed as activators; AID 485313; 320,000 tested, 2.4% active;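 also: potency is read from the fitted curve at half-maximal effect; % of control where 0% means no effect; nearly all actives have a fitted effect of over 60% in size; reporter is driven by a mutant NPC1 promoter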
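Stable NPC1-promoter luciferase Huh7 line; cpd (DMSO) 24 h, 37 °C, 5% CO2; Amplite luciferase reagent 10 min RT; luminescence readout. qHTS format.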
FBPA coupling cs: inhibits coupling enzyme system, counter-screen for aldolase hits. coupling enzyme system counterscreen, AmpLite Red fluorescence. activity change, negative = inhibition, % at 58.2 µM, hits read low. 290,000 tested, 0.67% active. AID 2472; in the data active = activity change below about -30%; also: % is scaled to controls: 0 for no effect and ±100 for the full control effect
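Fluorescence at 525 nm excitation and 598 nm emission measured inhibition of the coupled detection system without aldolase. Compounds (at 57.5 uM final) were preincubated 10 min at room temperature with coupling enzyme reagent before a 20 min substrate/AmpLite Red step.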
Gal4-VP16 FLuc: inhibits Gal4-VP16 luciferase reporter, ROR gamma counter-screen; Potency, µM (top dose mostly 53.6 µM), without a hit: top-dose activity, negative = inhibition, actives largely listed as inhibitors; Drosophila S2 Gal4-VP16 UAS-luciferase, luminescence, 20 h; 310,000 tested, 3.5% active;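 also: Gal4-VP16 expression switched on by copper sulfate through the metallothionein promoter; potency is read from the fitted curve at half-maximal effect; % is scaled to controls: 0 for no effect and ±100 for the full control effect; nearly all actives have a fitted effect of over 50% in size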
Giardia kill: Giardia lamblia killing. 340,000 tested, 0.15% active. AID 540267. activity change, % at 7.66 µM, hits read low. Giardia lamblia trophozoite viability; in the data active = activity change below about -80%; inconclusive = between about -30% and that limit;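 also: parasites exposed to compound for two days anaerobically before the ATP read; % is scaled to controls: 0 for no effect and ±100 for the full control effect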
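Trophozoite viability was measured as ATP-dependent luminescence, read 15-30 min after reagent addition. Before that, parasites at 100 cells/well were exposed to compounds for 48 h, anaerobically, at 37 deg C.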
RORg inh: ROR gamma (mouse) transcription inhibition | P51450 | Potency, µM (highest dose often 53.6 µM), inactives show at the top dose activity change, negative = inhibition, hits mostly inhibitors | 310,000 tested, 5.4% active | Drosophila S2 Gal4-RORgamma UAS-luciferase reporter, 20 h; also: potency is read from the fitted curve at half-maximal effect; % is scaled to controls: 0 for no effect and ±100 for the full control effect; nearly all actives have a fitted effect of over 60% in size
Target sequence (P51450 whole entry, looked up, the tested form may be a part): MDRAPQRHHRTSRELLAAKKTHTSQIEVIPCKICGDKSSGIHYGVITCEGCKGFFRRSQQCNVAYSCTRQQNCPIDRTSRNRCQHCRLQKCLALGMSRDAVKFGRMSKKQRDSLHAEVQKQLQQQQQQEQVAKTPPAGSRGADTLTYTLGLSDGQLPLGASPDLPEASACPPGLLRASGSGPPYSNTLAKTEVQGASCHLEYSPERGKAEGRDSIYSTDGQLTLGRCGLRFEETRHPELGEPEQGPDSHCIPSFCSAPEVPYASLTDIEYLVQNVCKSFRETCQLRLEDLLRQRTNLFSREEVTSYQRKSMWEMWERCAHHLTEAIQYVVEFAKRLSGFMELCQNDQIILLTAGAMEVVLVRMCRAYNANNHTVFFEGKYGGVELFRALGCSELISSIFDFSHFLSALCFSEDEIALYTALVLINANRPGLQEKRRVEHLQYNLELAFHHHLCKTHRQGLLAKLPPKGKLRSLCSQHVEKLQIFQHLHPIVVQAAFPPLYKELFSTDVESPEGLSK
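Drosophila S2 cells stably expressing Gal4-DBD/mouse RORγ fusion under metallothionein promoter plus UAS-luciferase; compound 1 h, then 700 uM CuSO4 induction for 20 h at ambient temperature; inhibition read as reduced luminescence.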
Tb PFK inh: T. brucei PFK enzyme inhibition; Potency, µM (titrated, usually from 57.5 µM), without a hit: top-dose activity, negative = inhibition, most hits filed as inhibitors; O15648; AID 485367; 330,000 tested, 0.17% active; T. brucei PFK, ADP-Glo luminescence;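 also: potency is read from the fitted curve at half-maximal effect; 0% = uninhibited 1x PFK enzyme wells and -100% = no-enzyme wells; nearly all actives have a fitted effect of over 60% in size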
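Luminescent ADP detection (ADP-Glo, two-step: ATP depletion then ADP-to-ATP conversion for luciferase) reported PFK activity after 45 min room-temperature reaction of 1.25 nM enzyme with 0.5 mM F6P and 0.1 mM ATP at pH 8.0.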
Rab9 prom act: Rab9 promoter activation | AID 485297 | 320,000 tested, 2.8% active | Huh7 Rab9 promoter-luciferase reporter, luminescence, 24 h | Potency, µM (series often up to 9.22 µM), inactives show at the top dose activation, negative = inhibition, hits mostly activators; also: potency is read from the fitted curve at half-maximal effect; % of control where 0% means no effect; nearly all actives have a fitted effect of over 60% in size
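Huh7 cells stably carrying Rab9 promoter–luciferase reporter, plated 1500 cells/well, compound added after 2 h and incubated 24 h at 37 °C; luciferase luminescence then read after 10 min with detection reagent.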
ELG1 genotox: genotoxicity induction in ELG1-luciferase HEK293T cells | HEK293T ELG1-luciferase reporter, luminescence, 16 h | Potency, µM (top dose mostly 46 µM), for the others: at the top dose activity change, positive = activation, usual class: activators | 330,000 tested, 1.3% active | AID 504466; also: potency is read from the fitted curve at half-maximal effect; % of control where 0% means no effect; nearly all actives have a fitted effect of over 60% in size
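Genotoxic stress is detected as increased luminescence from luciferase-tagged ELG1 in HEK293T cells, measured with ONE-Glo after a 16 hr treatment at 37 °C.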
KCNH2 3.1 inh: blocks the human KCNH2 3.1 channel isoform; activity change, % (tested at about 1.8 µM); U2OS KCNH2 3.1, thallium flux FluxOr; hits give low values; AID 720553; 340,000 tested, 0.95% active;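 active = maximum activity change below -70%; inconclusive = maximum activity change from -70% to -50%; inactive = maximum activity change above -50%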;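 also: thallium influx rate constant from kinetic fluorescence after stimulation buffer; % is scaled to controls: 0 for no effect and ±100 for the full control effect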
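FluxOr-based Tl+ influx in U2OS cells transduced with KCNH2 3.1 virus; rate constants normalized to DMSO controls.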
FLuc modulator: inhibits or activates purified firefly luciferase, miR-21 counter-screen; purified FLuc, Km substrates, luminescence inhibition; Potency, µM (series often up to 57.5 µM), for inactives: at the highest dose activity change, negative = inhibition, hits mostly inhibitors; 360,000 tested, 6.9% active; AID 588342;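 also: potency is read from the fitted curve at half-maximal effect; plate controls were vehicle for no effect and reference inhibitor for full effect; nearly all actives have a fitted effect of over 55% in size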
Target sequence (P08659 whole entry, looked up): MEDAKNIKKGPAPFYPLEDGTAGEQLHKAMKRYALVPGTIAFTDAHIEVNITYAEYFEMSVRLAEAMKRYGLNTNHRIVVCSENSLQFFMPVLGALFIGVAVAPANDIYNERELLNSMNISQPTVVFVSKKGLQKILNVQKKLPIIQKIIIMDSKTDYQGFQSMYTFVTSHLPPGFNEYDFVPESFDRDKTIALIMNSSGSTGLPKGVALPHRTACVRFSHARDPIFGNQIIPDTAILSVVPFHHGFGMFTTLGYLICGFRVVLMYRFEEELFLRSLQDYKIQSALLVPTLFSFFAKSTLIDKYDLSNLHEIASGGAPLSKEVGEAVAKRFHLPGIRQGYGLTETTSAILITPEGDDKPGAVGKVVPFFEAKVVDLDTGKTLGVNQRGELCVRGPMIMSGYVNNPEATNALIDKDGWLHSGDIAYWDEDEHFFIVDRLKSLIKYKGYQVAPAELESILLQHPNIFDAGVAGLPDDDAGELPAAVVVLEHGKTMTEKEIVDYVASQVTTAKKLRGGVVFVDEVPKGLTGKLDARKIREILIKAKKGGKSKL
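Purified P. pyralis luciferase, 10 nM final, with Km-level 10 uM D-luciferin and 10 uM ATP in 50 mM Tris acetate pH 7.5, 10 mM Mg acetate, 0.01% Tween-20, 0.05% BSA; 6-point qHTS titration about 60 µM downward; luminescence read.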
uPA surface inh: cell surface uPA generation inhibition; cell surface uPA generation assay, qHTS; 330,000 tested, 0.31% active; Potency, µM (top dose mostly 38.3 µM), for the others: at the top dose activity change, negative = inhibition, actives largely listed as inhibitors; active = well fitted inhibition curve with a large enough effect; inconclusive = small, poorly fitted or top-dose-only effect; inactive = no such curve, though single readings can be large or run the other way; tested in mouse RAW 264.7 cells; also: potency is read from the fitted curve at half-maximal effect; % is scaled to controls: 0 for no effect and ±100 for the full control effect; nearly all actives have a fitted effect of over 55% in size
Starred values were filed as active, the others as inactive; ? = inconclusive; / = no result given; & = joins results of further samples; [ ] = remark or other dose. Unless noted, calls follow the shape of the dose curve; as a rule, active = well fitted curve in the direction sought with a large enough effect; inconclusive = small, poorly fitted or top-dose-only effect, or another doubt; inactive = no such curve, though single readings can be large; an effect the other way counts as inactive or inconclusive.

Molecule	uPA surface inh	RORg inh	KCNH2 3.1 inh	Rab9 prom act	FLuc modulator	Tb PFK inh	ELG1 genotox	Gal4-VP16 FLuc	NPC1 prom act	FBPA coupling cs	Giardia kill
O=[N+]([O-])c1cc(C(F)(F)F)ccc1NCCCCNS(=O)(=O)c1ccc(Cl)cc1	6%	13%[10 µM]	-103*	-7%	0%	3%	-3%	?	-6%	-2	-15
Fc1ccc(/C=N/Nc2ncnc3nc[nH]c23)cc1F	2%	?	12	28%	?	-8%	21µM*	3%	30%	1	-8
CCN(CC(=O)Nc1ccc(NC(C)=O)cc1)C(=O)c1ccc2ccccc2c1	-21%	/	1	0%	-14%	0%	4%	/	9%	/	18
COC(=O)c1sc(NC(=O)COc2ccccc2C)nc1C	1%	?	-7	?	?	-3%	?	-14%	11%	-2	19
O=C(Oc1cccc(O)c1)C1CCCCC1	/	-14%	/	-8%	-3%	2%	-2%	-21%[10 µM]	-6%	2	/
O=C(NCc1cccs1)C1CCCN(S(=O)(=O)c2cccc3cccnc23)C1 (centres undefined)	-15%	17%	-4	2%	2%	1%	-8%	-5%	-4%	2	2
Cc1ccc(-c2noc(CSc3nnc(-c4ccncc4)n3-c3ccc(F)cc3)n2)cc1	/	12%	-2	-5%	-3%	1%	-17%	16%	4%	2	7
Cc1ccc(N(CC(=O)NC2CCCCC2)S(=O)(=O)c2cccs2)cc1	1%	-29%	5	0%	0%	0%	3%	-1%	-2%	/	-19
Cn1c(C(=O)NC2CC2)cc(=O)n(C)c1=O	0%	-10%	17	-2%	-3%	-1%	-1%	-6%	-4%	4	11
CCc1ccc(OCCNc2cc(N3CCNC(C)C3)ccc2[N+](=O)[O-])cc1 (centres undefined)	?	/	-11	-1%	/	2%	2%	/	-11%	/	-1
CN(C(=O)C1CCCN1S(=O)(=O)c1ccc(Cl)cc1)c1ccccc1 (centres undefined)	-16%	/	13	-3%	-2%	-4%	0%	/	-7%	/	5
Cc1cc(C)c(NC(=O)c2oc3ccccc3c2COc2ccccc2)c(C)c1	5%	20%	-21	-4%	0%	0%	-4%	-17%	-4%	-6	-20
COc1ccc(N2CCN(C(=O)c3ccccc3NC(=O)C3=C(C)OCCS3)CC2)cc1	-3%	13%	-1	0%	2%	-5%	-6%	-10%	-3%	0	3
C#CCOCCOCCOCCNc1nc(N2CCN(C(=O)CCCCCCCCCCNC(=O)Cn3cc(CCCCCN)nn3)CC2)nc(N2CCN(C(=O)CCCCCCCCCCNC(=O)[C@@H](CCC(=O)O)n3cc(CCCCCN)nn3)CC2)n1	-20%	/	-18	1%	6%	0%	-1%	/	-3%	/	7
CCOC(=O)c1cnc(-n2nc(C)cc2C)nc1Nc1ccccc1OC	/	1.3µM*	/	-5%	3%	0%	0%	2.2µM*	-5%	-3	/

Carrying on.
Molecule	uPA surface inh	RORg inh	KCNH2 3.1 inh	Rab9 prom act	FLuc modulator	Tb PFK inh	ELG1 genotox	Gal4-VP16 FLuc	NPC1 prom act	FBPA coupling cs	Giardia kill
CCCS(=O)(=O)N1CCCC(C(=O)NCc2ccco2)C1 (centres undefined)	4%	-2%	14	-1%	1%	-3%	2%	1%	-2%	-2	5
COC(=O)c1cc(C(=O)N2CCN(c3cccc(C)c3C)CC2)cc([N+](=O)[O-])c1	-14%	-1%	13	-21%	2%	3%	-7%	-6%	-32%[inhibitor]	0	-5
Cc1ccc(S(=O)(=O)N(C)CC(=O)N2CCCCCC2)cc1	21%	23%	-2	-4%	5%	1%	3%	-14%	-3%	0	20
CCOc1ccc(Br)cc1S(=O)(=O)NCc1ccncc1	-3%	20%	28	-7%	0%	-2%	-6%	-4%	-2%	3	-18
COC(=O)C(C)Sc1nc2c(cnn2-c2ccc(F)cc2)c(=O)[nH]1 (centres undefined)	4%	-2%	1	1%	?	0%	5%	-2%	-2%	3	-13
CCCCNC(=O)Nc1nnc(SCC(=O)OCC)s1	-1%	-5%	11	3%	?	-2%	0%	-7%	-2%	3	-1
O=C(Nc1ccc(Cl)c(Cl)c1)c1ccccc1NC(=O)C1CC=CCC1C(=O)O (centres undefined)	-3%	?	-1	-3%	?	-2%	26%	2%	-1%	/	-5
COc1cc(C(=O)N2CCN(C(=O)c3cc(-c4ccccc4)n[nH]3)CC2)cc(OC)c1OC	3%	-1%	-9	4%	?	0%	0%[9.26 µM]	3%	0%	0	-14
Cc1ccccc1CNC(=O)C1CCC(=O)N(CC2CCCCC2)C1 (centres undefined)	-4%	8%	/	13%	6%	2%	-1%	5%	-3%	/	-1
Cc1nn(CCC(=O)NNC(=S)Nc2ccc([N+](=O)[O-])cc2)c(C)c1[N+](=O)[O-]	-5%	-17%	4	8%	-13%	-8%	-7%	-1%	-2%	1	-8
Cc1ccc(C)c(-c2nn(-c3cc(N4CCN(CCO)CC4)ccc3[N+](=O)[O-])c(=O)c3ccccc23)c1	-12%	?	-8	0%	5%	-7%	-3%	?	-1%	-1	-7
CCOC(=O)N1CCN(C(=O)c2nn(-c3ccc(C)cc3)c(=O)c3c2c2ccccc2n3C)CC1	-2%	-32%	-5	-5%	-2%	-7%	-6%	19%	1%	1	1
Cc1ccc(Nc2nc(N/N=C/c3c[nH]c4ccccc34)nc(N3CCOCC3)n2)cc1	-2%	11µM*	-42	1%	?	0%	-8%	?	0%	-2	-5
O=C(CCCOc1ccc(Cl)cc1Cl)Nc1nnc(C2CC2)s1	5%	2%	2	0%	5%	0%	3%	-2%	2%	/	7
O=C(OCC#CCSc1nnc(-c2cccc3ccccc23)o1)c1ccc2ccccc2c1	?	/	/	-2%	5%	2%&2%	5%	/	2%	/	-15

Carrying on:
Molecule	uPA surface inh	RORg inh	KCNH2 3.1 inh	Rab9 prom act	FLuc modulator	Tb PFK inh	ELG1 genotox	Gal4-VP16 FLuc	NPC1 prom act	FBPA coupling cs	Giardia kill
Cc1ccc(CSCc2nnc(SCC(=O)N3CCN(c4ccccc4)CC3)n2C)cc1	0%	?	-5	2%	-2%	2%	-20%	?	2%	2	22
COc1cc(OC)c(OC)cc1/C=N/N(C)c1ccccc1	4%	16%	-15	2%	-17%	-7%	3%	4%	4%	-3	-20
Cc1cc(C)n(C(=O)CNC(=O)c2cccc(Br)c2)n1	0%	1%	0	-2%	?	2%	2%	10%	-2%	1	12
Nc1ccc(S(=O)(=O)NC(Cc2ccccc2)C(=O)O)cc1 (centres undefined)	10%	/	23	-1%	1%	-3%	2%	/	-3%	2	-3
Cc1cccc(NS(=O)(=O)c2ccc(C(=O)NCCCN3CCCC3=O)cc2)c1C	-2%	/	0	-2%	1%	-8%	-4%	/	0%	/	-11
CCOC(=O)c1c(C)[nH]c(C(=O)COC(=O)Cn2cc(C(F)(F)F)ccc2=O)c1C	2%	/	6	-12%	-3%	4%	1%	/	0%	/	-15
COc1ccc(NC(=O)COC(=O)Cn2cnc3ccccc32)cc1	2%	/	-2	/	/	-9%	2%	/	/	/	47[activator]
Cc1ccc(S(=O)(=O)N2CCOCC2)cc1C(=O)NCC1CCCCC1	-4%	/	28	1%	-2%	8%	0%	/	-3%	/	4
Cc1occc1C(=O)Nc1ccc2c(c1)OCCO2	/	8.9µM*	3	1.3µM*	8.5µM*	-22%	?	?	3.2µM*	-10	-11
COc1ccc2oc(=O)c(C(=O)N3CCCc4ccccc43)cc2c1	-5%	9%	7	-3%	3%	-1%	-10%	2%	-5%	2	28
c1csc(Cc2nn3c(-c4ccncc4)nnc3s2)c1	14%	0%	0	-5%	5%	?	-19%	1%	9%	1	2
O=C(Cn1nnc(-c2ccc(Cl)cc2)n1)NCC1CCCCC1	3%	0%	7	-2%	4%	2%	2%	-15%	12%	2	2
CN1C(=O)c2cccc(NCCCN3C(=O)c4ccccc4C3=O)c2C1=O	-2%	4%	-3	-2%	0%	-5%	4%	-9%	0%	1	8
O=C(Nc1ccc2c(c1)OCCO2)c1cccc(Cl)c1Cl	-29%	?	5	1.6µM*	7.6µM*	0%	2.6µM*	2%	3.5µM*	0	-2
Cc1cc(NC(=O)c2cncc(Br)c2)no1	8%	-2%	8	3%	3%	-5%	-2%	1%	-7%	-1	0
CCOc1ccc(CNC(=O)CCSCc2ccccc2F)cc1OC	-1%	-13%	1	0%	3%	-1%	16%	6%	1%	1	18

Compound activity from PubChem.
